# M1 ag: human M1 muscarinic receptor agonists, primary screen, Fluo-8 calcium fluorescence, CHO-K1 cells, HTS; CHO-K1 hM1, agonist mode; 0% DMSO, 100% acetylcholine EC100; 0.33% of 360,000 active; activation, % at 3 µM;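 active means activation above the run's mean compound activation plus 3 SD, cut at about 16% in these data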;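 further: peak over basal fluorescence ratio within a 140 s kinetic read after compound addition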
# Target sequence (P11229 whole entry, looked up): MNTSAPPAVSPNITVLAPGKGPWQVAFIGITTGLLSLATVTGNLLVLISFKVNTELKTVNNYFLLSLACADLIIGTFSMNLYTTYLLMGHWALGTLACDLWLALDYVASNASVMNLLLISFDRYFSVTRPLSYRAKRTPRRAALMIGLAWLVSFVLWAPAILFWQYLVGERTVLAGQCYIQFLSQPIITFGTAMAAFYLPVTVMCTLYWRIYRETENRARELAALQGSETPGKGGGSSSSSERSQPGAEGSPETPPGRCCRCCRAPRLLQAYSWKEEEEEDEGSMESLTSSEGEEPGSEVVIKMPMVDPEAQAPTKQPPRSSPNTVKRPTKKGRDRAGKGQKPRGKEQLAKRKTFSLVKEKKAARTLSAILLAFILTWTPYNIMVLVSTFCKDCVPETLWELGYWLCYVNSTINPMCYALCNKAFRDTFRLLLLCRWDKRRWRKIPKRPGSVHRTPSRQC
# TAAR1 ag: human TAAR1 agonists, primary screen, Fluo-8 calcium fluorescence, CHO RD-HGA16 cells; Trace amine-associated receptor 1 (Homo sapiens), Q96RJ0; vehicle wells 0%, saturating PEA agonist 100%; activation, % at 3 µM; 0.99% of 360,000 active; AID 624467, 2012;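 active means activation above the mean activation of all test compounds in the run plus 3 SD, cut at about 38% in these data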
#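 test system = CHO RD-HGA16 cells carrying human TAAR1 plus Gα16 | schedule = 17-24 h seeding, 75 min 37 °C dye, 30 min RT | compound dosing = 3 µM single concentration | control set = DMSO and PEA EC100 | replicates = n 1 | signal = Fluo-8 fluorescence, 5 s baseline then 140 s kinetic read | measure = percent activation vs PEA EC100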
# TAAR1 antag: human TAAR1 antagonists, primary screen, Fluo-8 calcium fluorescence, CHO RD-HGA16 cells; Trace amine-associated receptor 1 (Homo sapiens), Q96RJ0; antagonist; inhibition, % at 3 µM; 1.5% of 360,000 active;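 active means inhibition above a per-plate cutoff, the mean inhibition of test compounds on that plate plus 3 SD, cut at about 49% in these data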;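 further: 0% = DMSO plus EC80 beta-PEA response and 100% = DMSO alone without agonist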
#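 System: CHO RD-HGA16 cells bearing hTAAR1. Reagent: EC80 β-phenethylamine stimulus. Schedule: seeding 17-24 h prior, 75-min 37 °C, 30-min RT dye loading. Signal: Fluo-8 intracellular calcium dye fluorescence, real-time kinetic reads. Read-out: % inhibition from peak post-agonist over basal fluorescence ratio. Benchmarks: vehicle wells and EC80 agonist wells. Replicates: n of 1.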
# CHO parental Ca: ATP-evoked calcium signal inhibitors, parental CHO, primary screen, counter-screen for OX1R antagonist project, cell-based, fluorescence, Fluo-8 calcium dye; parental CHO-K1, ATP-induced calcium, Fluo-8 fluorescence; inhibition, % at 5.6 µM; 0.63% of 330,000 active; AID 463079, 2010;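 active means inhibition above that plate's mean sample inhibition plus 3 SD, cut at about 26% in these data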;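 further: 0% = ATP-challenged DMSO wells and 100% = DMSO wells without ATP; some compounds past the cut are filed as inactive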
#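 Test system: untransfected parental CHO cell line; also added: ATP stimulus; dosing: 5.6 µM, single dose; signal: calcium-sensitive Fluo-8 fluorescence; measure: percent inhibition of ATP-evoked calcium rise, normalized to controls; benchmarks: low control ATP plus DMSO, high control DMSO only; replication: one well per compound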
# CHO-K1 Ca antag: nonselective inhibitor or artifact in parental CHO-K1 cells. ATP-induced calcium, Fluo-8 fluorescence. inhibition, % at 3 µM. AID 602250. 0.6% of 360,000 active;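 active means inhibition above a per-plate cutoff, the plate's mean sample inhibition plus 3 SD, cut at about 24% in these data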;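 further: 0% = DMSO plus EC80 ATP and 100% = DMSO alone without ATP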
# M1 PAM parental: nonselective calcium activators in parental CHO-K1 cells, primary screen, counter-screen for M1 PAM project, cell-based, Fluo-8 calcium fluorescence, full deck, 1536-well; activation, % at 3 µM; 0.02% of 360,000 active; AID 602247, 2012; ATP EC20; 0% at ATP EC20, 100% at ATP max;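 active means activation above the run cutoff, the mean activation of all test compounds plus 3 SD, cut at about 40% in these data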;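 further: peak over basal fluorescence ratio in a 140 s read after ATP addition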
# V1aR counter: agonists of human V1a receptor, primary screen, counter-screen for OXTR agonist project, fluorescence, CHO-V1R cells | Vasopressin V1a receptor (Homo sapiens), P37288 | Fluo-8 calcium fluorescence, agonist mode; 0% DMSO, 100% 3 nM vasopressin | activation, % at 3 µM | 0.25% of 320,000 active | AID 2797, 2010;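 active means activation above the mean activation of all tested compounds plus 3 SD, per screening run, cut at about 20% in these data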;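 further: signal is peak over basal fluorescence ratio across a 100 second FLIPR read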
# OXTR potentiate: human OXTR potentiators, primary screen, fluorescence, CHO-OTR cells, Fluo-8 calcium; Oxytocin receptor (Homo sapiens), P30559; Fluo-8 calcium fluorescence, potentiator mode; 0% = oxytocin EC15, 100% = EC100; activation, % at 3 µM; 0.061% of 320,000 active;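 active means activation above that plate's cutoff, the mean activation of tested compounds plus 3 SD, cut at about 6.6% in these data, passing the limit was not always enough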;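 further: 100% uses oxytocin at 75 nM as the full agonist control; some results filed as inactive read as strong as hits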
# Target sequence (P30559 whole entry, looked up): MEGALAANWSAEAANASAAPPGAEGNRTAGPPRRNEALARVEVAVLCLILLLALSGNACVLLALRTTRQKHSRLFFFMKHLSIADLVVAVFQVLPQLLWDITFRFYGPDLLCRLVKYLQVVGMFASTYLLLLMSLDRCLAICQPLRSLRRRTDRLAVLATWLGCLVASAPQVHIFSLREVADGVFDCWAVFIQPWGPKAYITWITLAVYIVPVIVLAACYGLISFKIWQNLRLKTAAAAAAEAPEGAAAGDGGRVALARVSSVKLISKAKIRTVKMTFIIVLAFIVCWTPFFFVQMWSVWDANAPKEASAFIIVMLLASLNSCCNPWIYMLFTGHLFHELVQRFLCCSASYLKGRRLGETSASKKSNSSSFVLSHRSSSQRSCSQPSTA
#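 assay system = CHO-OTR cells, human receptor | schedule = compound 6 min at room temperature before oxytocin, 100 s read | detection = Fluo-8 intracellular calcium fluorescence, ex 470-495, em 515-575 nm | evaluation = normalized max/min fluorescence ratio, % activation | control set = EC15 oxytocin alone as 0%, 75 nM oxytocin (EC100) as 100%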
# CHO-K1 Ca ag: counter-screen for M1 agonists: effect in parental CHO-K1 cells; Fluo-8 calcium fluorescence; scaled to maximal ATP response, vehicle zero; activation, % at 3 µM; 0.48% of 360,000 active; AID 602248, 2012; in the data active means activation above about 15%;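 further: untransfected CHO-K1 host cells lacking M1 receptor as counterscreen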
# The depositor's hits bear a star; / = no result given.
molecule	CHO parental Ca	TAAR1 ag	TAAR1 antag	V1aR counter	CHO-K1 Ca antag	CHO-K1 Ca ag	M1 PAM parental	OXTR potentiate	M1 ag
N#C/C(=C\c1cccc(OCC(=O)O)c1)c1nc2ccccc2[nH]1	-4	2	4	0.9	-10	0.5	13	-7	-2
CCCCCCC#Cc1ccc2c(c1)COc1c3ccccc3nn1-2	-3	-1	16	0.1	13	-0.2	-22	-1	2
Cc1ccc(S(=O)(=O)N[C@@H](Cc2ccccc2)C(=O)N2CCC[C@@H]2C(=O)O)cc1	2	10	-13	1.0	-13	1.2	-4	-4	-5
CCOC(=O)Nc1c2ccccc2nc2ccccc12	4	2	1	0.2	1	2.5	-20	-4	-1
O=C(O)c1c(N2CCCCC2)ccc([N+](=O)[O-])c1N1CCCCC1	1	7	-3	0.5	-4	-0.1	10	1	-4
CCCCn1c(SCC(=O)Nc2sc3c(c2C(N)=O)CCC3)nnc1-c1ccccc1	-10	10	21	-1.1	13	1.9	3	-5	-2
CC1CCN(C(=O)c2[nH]cnc2C(=O)NCC(=O)OC(C)(C)C)CC1	1	2	2	0.4	9	0.1	-22	-4	-2
O=C(NN1CC(=O)N(c2cc(Cl)cc(Cl)c2)CC1=O)c1cccs1	-13	1	-39	-1.4	0	0.1	5	0	-4
CC1(C)OC(c2ccccc2)=C/C(=C/C=N/NC(=O)c2ccncc2)O1	-6	1	1	-1.4	-3	2.3	7	6	-7
O=C(NN1CCOCC1)c1cc(-c2cccs2)nc2ccccc12	-13	7	-10	5.3	-1	2.2	17	-7	-1
COc1ccc(-c2nnc(SCc3nnc(-c4ccccc4)o3)n2-c2ccccc2)cc1	-1	2	3	-0.8	-1	0.1	11	-5	-4
Cc1ccc(S(=O)(=O)N2C[C@H]3[C@H]4C(=O)N(Cc5ccccc5)C(=O)[C@H]4CC(=O)[C@H]3[C@@H]2c2ccccc2)cc1	/	1	4	/	-1	0.6	4	/	-4
CCc1cccc(NC(=O)Cn2cc(C=O)c3ccccc32)c1	18	8	-2	13	-1	14	1	-25	5
C/C(=N\NC(=O)CNC(=O)c1ccco1)c1ccc(Br)cc1	9	0	-19	2.4	3	0.7	-24	-7	-5
COC(=O)c1ccc(NC(=O)CN2C(=O)CC(C)S(=O)(=O)c3ccccc32)cc1 (centres undefined)	-5	1	-4	1.7	-5	1.4	-5	-7	-1
Cc1ccc(CC2CC(=O)N(c3ncccn3)C2=O)cc1 (centres undefined)	-10	5	-21	1.2	-12	1.8	16	2	0
CC(C)N(CCn1cnc2c([nH]c3ccccc32)c1=O)C(C)C	-2	0	9	-0.1	-10	0.8	24	1	-6
CC(C)(C)c1ccc(C(=O)O/N=C(\N)c2ccccc2)cc1	4	2	1	0.3	-6	0.4	-33	-9	-3
O=C(NC1CCCC1)c1cc(-c2cccs2)on1	-10	12	7	3.2	0	2.4	0	-2	-3
Cc1ccc(S(=O)(=O)c2n[nH]n3c2nc(=O)c2ccccc23)cc1	9	1	-10	-1.1	-15	0.2	7	-7	-2
COc1ccccc1N=NNc1ccc(S(=O)(=O)NC(C)=O)cc1	/	/	/	/	-12	0.3	15	/	-7
O=C(NCC1CCCO1)c1cccc(S(=O)(=O)N(Cc2ccccc2)c2ccccc2)c1 (centres undefined)	-24	0	-10	-1.6	-6	-0.7	11	-3	-4
C=CCNC(=O)NC(=O)COC(=O)/C(C#N)=C/c1cc(C)n(CC(C)C)c1C	-24	4	9	-0.3	-40	1.2	5	-9	-8
CCOc1ccc(S(=O)(=O)Nc2nc3cc(OC)ccc3s2)cc1	-10	0	-10	-0.5	-7	-0.1	18	3	-5
COc1ccccc1C(=O)C1CCCN(C(=O)c2ccc(Cl)cc2)C1 (centres undefined)	/	0	-17	/	-14	4.6	13	/	-4
Cc1cc(-c2nc3ccccc3s2)ccc1N	/	2	-2	/	-5	0.7	-3	/	1
C=CCc1cccc2cc(NC(C)=O)c(=O)oc12	-10	13	-8	0.6	-5	0.9	15	2	-2
Cc1ccccc1-c1nc(SCc2ccccn2)c2c(=O)n(C)c(=O)n(C)c2n1	-17	2	-33	-0.8	-11	0.2	8	-19	-5
CC(C(=O)NCC1CCCCC1)N(C)Cc1cccc(Cl)c1 (centres undefined)	-10	4	-15	-1.4	8	-0.5	-12	3	-4
CCC(=O)OCC(=O)Nc1ccc([N+](=O)[O-])cc1OC	-15	-1	-4	-0.6	14	-0.2	-8	8	-5
O=C(CSc1nc2c([nH]c3ccccc32)c(=O)n1-c1ccccc1)NCC1CCCO1 (centres undefined)	-24	0	7	-1.3	-7	1.6	13	-2	-4
CC1(C)Cc2cccc(OCC(N)=O)c2O1	-6	4	3	0.0	-19	0.7	26	-8	-2
CCCN(CC(=O)Nc1ccccc1OC)C(=O)CN1C(=O)NC(C)(C)C1=O	/	0	-15	/	-11	0.4	22	/	-2
CC1CCC(NC(=O)CN2C(=O)NC3(CCCCCC3)C2=O)CC1 (centres undefined)	-11	7	-1	-0.5	-11	-0.9	5	0	-5
CC(C)CN(C(=O)CCC(=O)OCC(=O)c1ccc(F)c(F)c1)c1c(N)n(CC(C)C)c(=O)[nH]c1=O	-13	2	-5	1.5	-6	1.4	4	-7	-4
C=CCNc1cnn(-c2ccc(C)cc2)c(=O)c1Cl	5	8	7	1.6	-5	0.0	-4	-3	-3
Cc1cc(C)cc(-n2cccc2/C=C2/C(=N)N3C(=NC2=O)SN=C3S(C)(=O)=O)c1	-1	0	30	-0.1	3	1.5	3	-2	-7
O=C(NCCCc1ccccc1)c1cc([N+](=O)[O-])ccc1Cl	2	11	-21	-0.4	-10	0.9	22	-12	-6
COc1ccc(-c2nnc(SCC(=O)O)n2Cc2ccccc2)cc1	-5	4	-11	1.7	-11	-0.1	9	-1	-2
O=C1c2cccc3c([N+](=O)[O-])ccc(c23)C(=O)N1c1ccccn1	17	1	27	-1.3	10	-0.1	9	-7	-5
COc1ccc(-c2nnn(CC(=O)N(CC(=O)NC3CCCC3)c3ccccc3F)n2)cc1OC	-26	2	-12	2.1	-10	0.8	5	-11	-6
Cc1nn(Cc2ccc(F)cc2Cl)c(C)c1[N+](=O)[O-]	-6	8	9	-0.8	-11	-0.1	-12	-3	1
CCc1ccccc1NC(=O)CSc1ccsc1[N+](=O)[O-]	-8	3	7	0.9	0	0.1	-3	-3	-7
FC(F)(F)c1cc(NCc2cccs2)n2ncnc2n1	0	3	-1	2.1	-4	1.3	27	1	-4
O=C(Nc1ccccc1)C1=C[C@@H](c2ccc3c(c2)OCO3)C[C@@H](OCCCCO)O1	-11	9	-7	11	-16	0.2	17	-9	-3
C=CCc1ccc(O)c(-c2ccc(O)c(CC=C)c2)c1	7	2	23	0.5	16	0.6	-13	-3	-7
CCC(c1nnnn1CCOC)N1CCN(Cc2ccccc2OC)CC1 (centres undefined)	-21	4	-5	0.1	-6	1.0	20	2	-4
O=C(CSc1nc2ccccc2c(=O)n1-c1ccccc1F)Nc1ccc2c(c1)CCC2	-20	3	8	0.7	-1	0.7	20	-11	-6
CC(=O)CC(=O)Nc1ncccn1	-4	4	6	-0.8	10	-0.4	0	-9	-6
CCc1ccc2c(c1)NC(=O)C2(C)Cc1ccccc1Cl (centres undefined)	/	-1	-4	/	-14	0.6	12	/	-2
O=C1NC(=S)S/C1=C\c1ccc(SCc2ccco2)o1	-7	/	/	1.0	-6	0.6	18	-1	-3
CC#CCOCC1CN(C)C(=O)O1 (centres undefined)	/	2	-22	/	-7	0.6	4	/	-1
OCC1OC(n2cnc3c(NC4CCCCC4)ncnc32)C(O)C1O (centres undefined)	-5	3	-22	0.5	21	0.0	-13	-1	5
Cc1ccnc2nc(C(=O)NCc3cccs3)nn12	9	3	1	-0.2	1	-0.5	6	-5	-3
CC(=O)C[C@@H](O)CC(=O)[C@@H]1OC(=O)CCCCCCCCc2ccccc21	-6	13	6	1.1	-27	1.4	9	-2	-3
CC(NC(=O)Nc1ccc(Cl)cc1)C1CCCO1 (centres undefined)	-4	6	-5	0.7	-3	1.0	-5	-4	-5
Cc1cccc(OCc2nnc(SCC(=O)Nc3cccc(C(=O)N4CCOCC4)c3)n2C)c1	-7	1	-14	2.0	-12	5.5	22	-13	-7
CN(C)/C=N/C(=S)Nc1ccccc1F	10	-1	-4	1.6	0	0.4	12	-10	-3
COc1ccc(C(=O)NCc2nnc(SCC(=O)N3CCc4ccccc43)o2)cc1OC	-15	6	8	-1.6	-13	-0.2	12	-2	-3
O=C(NNC1=C(C(=O)C(F)(F)F)CCC1)c1ccccc1Cl	0	2	2	0.4	0	0.8	14	-4	-2

# The list continues.
molecule	CHO parental Ca	TAAR1 ag	TAAR1 antag	V1aR counter	CHO-K1 Ca antag	CHO-K1 Ca ag	M1 PAM parental	OXTR potentiate	M1 ag
COc1ccc(Cl)cc1NC(=O)CC1S/C(=N/N=C2CCCCCC2)NC1=O (centres undefined)	-7	3	-10	1.9	-4	0.6	-1	-2	0
CCCn1c(SCC(=O)NC2CCCC2)nc2c1c(=O)n(C)c(=O)n2C	-5	1	-8	0.7	1	-0.2	-16	-6	7
COC(=O)[C@@]1(Cc2ccc(F)cc2)[C@H]2c3cc(C(=O)N(C)C)n(CCCNc4ncc(C(F)(F)F)cc4Cl)c3C[C@H]2CN1C(=O)c1ccccc1	/	1	-22	/	-20	1.1	30	/	/
Cc1oc2ccccc2c1-c1cn2c(n1)SCC2	-8	9	5	1.6	-8	0.2	-2	-2	-4
CCOC(=O)c1c(NC(=O)CSc2nccn2C)sc(C(=O)NC)c1C	-10	2	4	0.5	-8	0.4	-5	-5	0
